# Screens: PubChem, several laboratories
# HEK293 NOD2/NF-kB: inhibition of NOD2-driven NF-kB reporter – cell-based, luminescence, uHTS, HEK293 (AID 1566); HEK293 NOD2/NF-kB luciferase reporter, luminescence; higher % means a stronger effect; one-dose inhibition, % at 4 µM; EC50 in µM for titrated hits; 290,000 tested, 0.63% active; also: many of its hits are not listed in these tables
# XIAP displacement: XIAP antagonists, biochemical, IAP family, fluorescence polarization (AID 1018) | 200,000 tested, 0.007% active | displacement, % at 20 µM; hits with a dose series show IC50 in µM | XIAP BIR domain, fluorescence polarization peptide displacement; higher % means a stronger effect; in the data active = displacement above about 50%; also: a part of the inactive calls stands beside numbers as strong as those of hits
# Lipid droplet: hepatic lipid droplet formation modulation; AML12 mouse hepatocytes, oleate lipid droplets, BODIPY imaging; inhibition, % at 6.5 µM; 240,000 tested, 0.4% active;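 active = lipid droplet intensity inhibited by at least 50%, with more than 500 cells counted; inconclusive = wells with under 300 cells, treated as cytotoxic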
#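 Material – AML12 mouse liver cells · Also added – oleate loading, 100 µM · Compound dosing – 6.5 µM single-point dosing · Times – overnight treatment with compound plus oleate · Measured by – fluorescence imaging, 20x objective, two fields per well · Read-out – percent inhibition of filter-corrected integrated lipid droplet intensity per well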
# Myeloid diff 2: myeloid differentiation induction; calls only at 10 µM; 360,000 tested, 1% active; ER-HoxA9 myeloid progenitors, lysozyme-GFP differentiation, flow cytometry;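 active = normalized GFP-positive differentiation at or above the plate's own cutoff, the solvent-only control mean plus 3 SD; inconclusive = no clear call, values can overlap the other calls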;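 also: cells exposed to compound for four days before flow analysis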
# LYP phosphatase: PTPN22 lymphoid phosphatase activity blockers – biochemical, fluorescence intensity, uHTS (AID 1779) | 290,000 tested, 0.054% active | one-dose inhibition, % at 11.5 µM; IC50 in µM for titrated hits | recombinant LYP phosphatase, fluorescence intensity; higher % means a stronger effect;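 also: plate controls were vehicle with enzyme for no effect and no enzyme for full effect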
# NS5 inhibitors: Dengue-2 NS5 methyltransferase inhibitors, primary screen, biochemical, confirmation dose response (AID 588689). 340,000 tested, 0.3% active. inhibition, % at 25 µM; hits with a dose series show IC50 in µM. Dengue-2 NS5 methyltransferase capping enzyme assay, biochemical; higher % means a stronger effect; in the data active = a potency from the dose series; inconclusive = inhibition above about 29% without an active follow-up result
# AID2073: inhibitors of Mint1-CaV2.2 protein interaction, biochemical, HTRF (AID 2073); HTRF protein-protein interaction, Mint1-CaV2.2; higher % means a stronger effect; inhibition, % at 20 µM; hits with a dose series show IC50 in µM; 290,000 tested, 0.19% active; in the data active = inhibition mostly above about 51%, no sharp cut-off; inconclusive = no clear call, values can overlap the other calls; inactive = mostly below about 53%; also: some results filed as inactive read as strong as hits
# SIAH1 antagonists: Siah-1 peptide-binding antagonists, primary screen, biochemical, fluorescence polarization, rhodamine-plectin, uHTS (AID 1817) | Siah-1 / rhodamine-plectin peptide fluorescence polarization; higher % means a stronger effect | displacement, % at 20 µM; hits with a dose series show IC50 in µM | 290,000 tested, 0.02% active;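 active = displacement of at least 50% at 20 µM, with a fluorescence ratio check between 0.3 and a set limit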;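 also: plate controls were Siah plus tracer with DMSO for no effect and tracer alone without Siah for full effect; strong numbers were not always called active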
# HIV fusion peptide: inhibitors of HIV fusion peptide binding, primary screen, biochemical, uHTS, fluorescence dequenching (AID 1986) | inhibition, % at 20 µM, or IC50 in µM where a hit was titrated | 290,000 tested, 0.3% active | cell-free peptide binding, fluorescence dequenching, 30 min; higher % means a stronger effect; in the data active = inhibition mostly above about 52%, no sharp cut-off; inactive = mostly below about 76%; also: some results filed as inactive read as strong as hits
# Lipid droplet cells 6.5 µM: further read-out of Lipid droplet, marked with its call; cell count; measured here: cell count, cytotoxicity flag;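 cells counted across two imaged fields per well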
# NS5 inhibitors pilot replicate: recorded beside NS5 inhibitors, whose call it bears; inhibition, %; measured here: pilot screen replicate inhibition
# Myeloid diff 2 GFP+ MAC1+ %: recorded beside Myeloid diff 2, whose call it bears; GFP+ MAC1+ double positive, %; measured here: differentiation confirmed by MAC1 staining
# Numbers without * were called inactive; i = inactive; ? = inconclusive; . = not tested or not shown. Rule as the data show it, unless noted: active = inhibition above about 50%; inactive = the rest.
SMILES,HEK293 NOD2/NF-kB,XIAP displacement,Lipid droplet,Lipid droplet cells 6.5 µM,Myeloid diff 2,Myeloid diff 2 GFP+ MAC1+ %,LYP phosphatase,NS5 inhibitors,AID2073,SIAH1 antagonists,HIV fusion peptide,others
COCCn1c(SCC(N)=O)nnc1-c1c[nH]c2ccccc12,10%,-4.5%,.,.,i,3.5,-10%,5%,-4%,4%,0.9%,
CCN(CC)CCCn1c(=S)[nH]c2ccc(Cl)cc2c1=O,0%,-1.7%,-4,719,i,3.5,-6%,-1%,-34%,4%,1.4%,
Cc1ccc(C)c(S(=O)(=O)N(C(=O)c2ccncc2)c2ccc(OC(=O)c3ccncc3)cc2)c1,-12%,-7.1%,3,701,i,0.6,0%,-30%,2%,2%,1.5%,
COc1ccc(OCC(O)CNS(=O)(=O)c2cccc(Cl)c2)cc1 (centres undefined),-17%,.,-31,762,i,0.2,-5%,.,-3%,-4%,-1.4%,
Cc1ccc(C)c(OCc2cc(C(=O)NC3CCN(Cc4ccccc4)CC3)no2)c1,.,.,-27,632,?,.,-9%,-4%,4%,-4%,2.4%,
COC(=O)c1cc(S(=O)(=O)N2CCN(Cc3ccccc3)CC2)cn1C,10%,.,1,771,i,3.4,-14%,-6%,3%,25%,2.2%,
COc1ccccc1COCC(O)CN1CCCCC1CO (centres undefined),-4%,.,.,.,i,0.5,-6%,-5%,9%,2%,0.7%,
O=C1c2ccccc2C(Nc2ccccc2)N1Cc1ccc2c(c1)OCO2 (centres undefined),4%,.,-4,707,i,0.6,-5%,-9%,-4%,4%,-0.4%,
NS(=O)(=O)c1ccc(CCNCC(=O)NCc2ccccc2Cl)cc1,-11%,.,.,.,i,0.7,-8%,1%,10%,2%,-0.2%,
CCN(C1CCCCC1)S(=O)(=O)c1ccc(S(=O)(=O)N2CCN(CCC#N)CC2)cc1,-4%,-1.9%,0,693,i,3.0,0%,-2%,3%,1%,-2.3%,
CCCNC(=O)Cc1ncn[nH]1,-4%,-2.5%,.,.,i,0.5,-6%,6%,-4%,3%,-1.7%,NS5 inhibitors pilot replicate=-1.8
COc1ccc(CCNC(=O)c2cc(C)oc2C)cc1,2%,.,-2,713,i,1.2,-5%,-9%,-2%,5%,-0.6%,
COc1ccc(C2(O)C(=O)Nc3ccc(C)cc32)cc1 (centres undefined),3%,.,4,851,i,0.5,-2%,-6%,-2%,9%,0.8%,
COC(=O)c1[nH]c2cc(OC)ccc2c1NC(=O)CN1CCC(C(N)=O)(N2CCCCC2)CC1,0%,-4.4%,6,724,i,0.5,-2%,1%,6%,-8%,-2.3%,
COc1ccccc1NS(=O)(=O)c1ccc(O)c(NC(=S)NCC2CCCO2)c1 (centres undefined),-4%,.,-5,747,i,0.8,1%,6%,14%,-2%,1.0%,
COC(=O)CNC(=O)c1c(-c2c(Cl)cccc2Cl)noc1C,-6%,-6.6%,.,.,i,1.1,-2%,-2%,-8%,1%,1.1%,
O=C(NCc1cccc(C(F)(F)F)c1)c1cccc(Cl)c1Cl,-8%,0.8%,5,695,i,0.6,-2%,0%,3%,2%,-0.3%,
CC(C)S(=O)(=O)c1csc(C(=O)NN)c1Cl,1%,.,-47,723,i,0.8,0%,.,-6%,-2%,-2.4%,
CCC1CCCCN1CCCNC(=O)Cn1cnc2sc(C)c(S(=O)(=O)N3CCC(C)CC3)c2c1=O (centres undefined),-3%,.,-1,697,i,0.3,-11%,2%,9%,2%,0.2%,
Cc1ccccc1C(=NC(=O)c1ccccc1)c1ccccc1,2%,-6.1%,.,.,i,0.7,-6%,0%,-15%,-1%,0.6%,
O=C(CSCc1cccc(Cl)c1)NCc1ccc2c(c1)OCO2,13%,0.1%,.,.,i,8.5,-8%,-4%,-2%,0%,0.2%,
CCc1ccc(CN(C)C(=O)CC2C(=O)NCCN2Cc2ccoc2)cc1 (centres undefined),7%,-1.3%,-15,688,i,0.2,-3%,5%,-21%,0%,2.2%,
CCC(C)NC(=O)C1c2ccccc2Oc2ccccc21 (centres undefined),-4%,.,0,743,i,0.5,-14%,-4%,-9%,0%,-0.8%,
COc1ccc2cc(/C=C/C(=O)N3CCN(CC(=O)N4CCCCCC4)CC3)ccc2c1,-3%,.,18,821,i,0.3,-6%,-1%,16%,-4%,0.3%,
COc1cccc2c1cc1c(=O)n(CC(=O)NCCCN3CCCCC3)nc(C)n12,15%,.,3,711,i,2.3,-10%,-3%,14%,5%,2.0%,
CN1C(=O)C(C)(C)c2cc(S(=O)(=O)N3CCCCCC3)ccc21,-5%,.,-3,823,i,2.8,-2%,-1%,2%,27%,0.3%,
COc1ccc(NC(=S)NC(NC(=O)c2ccc(Cl)cc2Cl)C(Cl)(Cl)Cl)c([N+](=O)[O-])c1 (centres undefined),.,3.3%,-4,752,i,6.1,0%,-3%,-24%,-1%,0.9%,
COc1ccc(/C=C(\NC(=O)c2ccccc2)C(=O)NC2CCS(=O)(=O)C2)cc1 (centres undefined),13%,.,4,692,i,0.5,0%,-10%,1%,-1%,-1.1%,
COc1ccc(-n2nnnc2-c2nc3ccccc3s2)cc1,-51%,1.1%,3,626,i,0.8,-2%,1%,19%,-1%,-3.0%,
CCOC(=O)Cn1nnnc1C(CC)N(Cc1cccs1)Cc1cc2cc(C)ccc2[nH]c1=O (centres undefined),6%,-10%,.,.,i,1.2,-3%,-3%,-1%,2%,-0.4%,
CCOc1nc(NCCO)nc(Nc2ccccc2F)n1,-4%,-4.6%,-1,714,i,1.0,-7%,-4%,16%,10%,-0.9%,
Cc1sc(NC(=O)c2cccc([N+](=O)[O-])c2)c(C(N)=O)c1-c1ccc(C(C)(C)C)cc1,8%,-3.5%,-26,666,i,0.7,4%,0%,-9%,3%,-2.0%,
COc1ccc(NC(=O)CC(C)c2ccccc2)c([N+](=O)[O-])c1 (centres undefined),3%,-0.2%,5,674,i,0.8,-3%,0%,-4%,7%,-0.4%,
CCCNC(=O)c1ccc(COc2ccc(C)cc2)o1,27%,.,-1,886,i,0.6,-7%,1%,-9%,0%,-0.6%,
CCCCN(CC)C(=O)CSc1nc2n[nH]c(C)c2c(=N)n1-c1cccc(C)c1,9%,-12%,-54,764,i,0.7,1%,0%,21%,2%,-1.6%,
CCN(CC)S(=O)(=O)c1ccc(Cl)c(C(=O)NCc2ccccc2Cl)c1,10%,-4.1%,.,.,i,2.4,-3%,-4%,9%,6%,1.8%,
O=C(O)CSCC(=O)N1CCCCC1,1%,-9.2%,-2,743,i,0.3,-9%,-7%,-2%,-1%,-0.3%,
O=C(NCC1CC1)C1(S(=O)(=O)c2ccccc2)CC=CC1,2%,.,-1,802,i,1.4,-9%,-1%,-9%,-1%,0.7%,
CC1CCCC(NC(=O)c2cn(C)c3ccc(S(=O)(=O)N4CCCC4)cc3c2=O)C1C (centres undefined),8%,.,-6,605,.,.,2%,.,-7%,-4%,1.5%,
Cc1cccc(C)c1OCCNC(=O)CCC(=O)c1ccccc1,1%,-10%,12,667,i,0.6,-7%,-2%,1%,9%,-1.9%,

# 5 successive compounds already listed, quoted:
SMILES,HEK293 NOD2/NF-kB,XIAP displacement,Lipid droplet,Lipid droplet cells 6.5 µM,Myeloid diff 2,Myeloid diff 2 GFP+ MAC1+ %,LYP phosphatase,NS5 inhibitors,AID2073,SIAH1 antagonists,HIV fusion peptide,others
COCCn1c(SCC(N)=O)nnc1-c1c[nH]c2ccccc12,10%,-4.5%,.,.,i,3.5,-10%,5%,-4%,4%,0.9%,
CCN(CC)CCCn1c(=S)[nH]c2ccc(Cl)cc2c1=O,0%,-1.7%,-4,719,i,3.5,-6%,-1%,-34%,4%,1.4%,
Cc1ccc(C)c(S(=O)(=O)N(C(=O)c2ccncc2)c2ccc(OC(=O)c3ccncc3)cc2)c1,-12%,-7.1%,3,701,i,0.6,0%,-30%,2%,2%,1.5%,
COc1ccc(OCC(O)CNS(=O)(=O)c2cccc(Cl)c2)cc1 (centres undefined),-17%,.,-31,762,i,0.2,-5%,.,-3%,-4%,-1.4%,
Cc1ccc(C)c(OCc2cc(C(=O)NC3CCN(Cc4ccccc4)CC3)no2)c1,.,.,-27,632,?,.,-9%,-4%,4%,-4%,2.4%,

# (cont.)
SMILES,HEK293 NOD2/NF-kB,XIAP displacement,Lipid droplet,Lipid droplet cells 6.5 µM,Myeloid diff 2,Myeloid diff 2 GFP+ MAC1+ %,LYP phosphatase,NS5 inhibitors,AID2073,SIAH1 antagonists,HIV fusion peptide,others
CN1CCN(C(=O)/C(=C/c2ccc(F)cc2)NC(=O)c2ccccc2)CC1,16%,.,.,.,i,0.8,-2%,-2%,9%,11%,0.5%,
CC(c1ccccc1)N1CCc2[nH]c(=S)[nH]c(=O)c2C1 (centres undefined),-1%,-3.9%,25,727,i,0.6,-16%,-6%,-13%,27%,0.1%,
O=C(N/N=C/c1ccc(Br)s1)c1ccco1,-24%,.,-19,564,i,0.4,5%,-5%,5%,2%,0.3%,
Clc1ccc(Cl)c(OCCN2CCCC2)c1,13%,.,-1,813,i,0.7,-4%,-3%,11%,7%,2.8%,NS5 inhibitors pilot replicate=-7.0
Cc1ccc(OCc2ccoc2C(=O)O)cc1C,-20%,-3.6%,4,752,i,0.4,1%,3%,0%,-1%,7.3%,
CON(C)c1nc(OCCNC(=O)OCc2ccc(Cl)cc2C)nc(N(C)C)n1,16%,-4.6%,2,778,i,1.0,-5%,4%,-4%,4%,-0.2%,
COc1ccc(S(=O)(=O)Oc2ccc3ccccc3c2)cc1,-63%,-1.3%,-2,608,i,1.1,-1%,1%,6%,0%,0.8%,
CC(C)(C)C1=C(C#N)C(c2cc3c(cc2Br)OCO3)C(C#N)=C(N)O1 (centres undefined),10%,-4.2%,.,.,i,1.0,-2%,1%,-2%,-4%,-2.2%,
CCN(CC)CCCNC(=S)N1CCN(c2nc3ccccc3n2CC)CC1,12%,.,.,.,i,0.3,-8%,.,-4%,2%,1.1%,

# Of the compounds above, these contain a furan ring, fused or not.
SMILES,HEK293 NOD2/NF-kB,XIAP displacement,Lipid droplet,Lipid droplet cells 6.5 µM,Myeloid diff 2,Myeloid diff 2 GFP+ MAC1+ %,LYP phosphatase,NS5 inhibitors,AID2073,SIAH1 antagonists,HIV fusion peptide,others
COc1ccc(CCNC(=O)c2cc(C)oc2C)cc1,2%,.,-2,713,i,1.2,-5%,-9%,-2%,5%,-0.6%,
CCc1ccc(CN(C)C(=O)CC2C(=O)NCCN2Cc2ccoc2)cc1 (centres undefined),7%,-1.3%,-15,688,i,0.2,-3%,5%,-21%,0%,2.2%,
CCCNC(=O)c1ccc(COc2ccc(C)cc2)o1,27%,.,-1,886,i,0.6,-7%,1%,-9%,0%,-0.6%,
O=C(N/N=C/c1ccc(Br)s1)c1ccco1,-24%,.,-19,564,i,0.4,5%,-5%,5%,2%,0.3%,
Cc1ccc(OCc2ccoc2C(=O)O)cc1C,-20%,-3.6%,4,752,i,0.4,1%,3%,0%,-1%,7.3%,

# This is a subset. The share of hits here may be higher or lower than overall.
